Compound activity deposited in PubChem by several laboratories.
Myeloid diff 2: promotes myeloid progenitor differentiation. ER-HoxA9 myeloid progenitors, lysozyme-GFP differentiation, flow cytometry. calls only at 10 µM. 360,000 compounds, 1% hits. AID 624256;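 active = normalized GFP-positive differentiation at or above the plate's own cutoff, the solvent-only control mean plus 3 SD; inconclusive = no clear call, values can overlap the other calls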;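 also: cells exposed to compound for four days before flow analysis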
TNAP activators: human TNAP enzyme activators, primary screen, biochemical, luminescent, no phosphate acceptor, uHTS (AID 1001); purified TNAP, luminescent activation assay, no phosphate acceptor; higher activation fold means a stronger effect; activation fold at 20 µM; hits with a dose series show EC50 in µM; 200,000 compounds, 0.03% hits; in the data active = activation fold from about 3, or a potency from the dose series; inactive = the rest, 99 in 100 with activation fold below about 1.6; also: many of its hits are not listed in these tables
ER stress rescue: protection against thapsigargin-triggered cell killing – 384-well, CSM14.1, ATP luminescence, primary screen (AID 1222). 190,000 tested, under 10 active. one-dose cellular ATP content (survival), % at 20 µM; EC50 in µM for titrated hits. CSM14.1 thapsigargin-induced death rescue, ATP luminescence; higher % means a stronger effect;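 active = EC50 below 50 µM in the dose-response confirmation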;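 also: death triggered by thapsigargin at about 15 µM added after 2 h compound pretreatment; cell ATP read after overnight thapsigargin exposure of roughly 18 to 22 hours; normalized against plate controls of thapsigargin alone and 5% DMSO vehicle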
WT yeast gro inh: growth inhibition of WT yeast, mitochondrial fusion screen; inhibition, % at 10 µM; 190,000 compounds, 2.1% hits; mitochondrial fusion phenotypic screen, WT strain; in the data active = inhibition above about 58%; tested in S. cerevisiae
Lipid droplet: hepatic lipid droplet formation modulation; AML12 mouse hepatocytes, oleate lipid droplets, BODIPY imaging; inhibition, % at 6.5 µM; 240,000 compounds, 0.4% hits;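 active = lipid droplet intensity inhibited by at least 50%, with more than 500 cells counted; inconclusive = wells with under 300 cells, treated as cytotoxic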
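Test system: AML12 hepatocytes (mouse); reagent: oleate loading, 100 µM; dosing: one dose, 6.5 µM compound; incubation: overnight exposure; signal: fluorescence imaging, 20x objective, two fields per well; read-out basis: % inhibition of corrected integrated BODIPY droplet signal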
UTI89 phage lysis: protection from phage-mediated lysis, alamar blue read-out – E. coli UTI89, K1F phage, bacterial capsule biogenesis inhibitors (AID 488966) | E. coli UTI89 K1F phage lysis, alamar blue, 2 h; higher % means a stronger effect | inhibition, % at 100 µM; hits with a dose series show IC50 in µM | 340,000 compounds, 0.02% hits;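 active = phage lysis inhibition, versus mean bacterial control, above a set limit; inconclusive = no clear call, values can overlap the other calls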;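 also: capsule biogenesis inhibitors block K1F phage lysis so surviving cells raise fluorescence; higher fluorescence means more inhibition of phage lysis; actives were called in the ten point dose series up to 300 µM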
M1AAP inhibition: malaria alanyl aminopeptidase activity blockers – biochemical, fluorogenic H-Leu-NHMec substrate, 1536-well (AID 1445); inhibition, % at 30 µM, or IC50 in µM where a hit was titrated; recombinant M1AAP, H-Leu-NHMec fluorogenic kinetic assay; higher % means a stronger effect; 220,000 compounds, 0.42% hits;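 active = primary inhibition above the hit cutoff, then over 50% inhibition at one or more dose response concentrations, cut at about 23% in these data, passing the limit was not always enough; inconclusive = conflicting primary data, or primary hits not chosen for dose response; inactive = low primary inhibition, or under 50% at every dose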;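 also: plate controls were DMSO full reaction for no effect and no enzyme background for full effect; strong numbers were not always called active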
PMI inhibitors: MPI enzyme activity inhibition – biochemical, fluorescence intensity, coupled assay, primary screen (AID 1209). purified PMI enzyme, coupled fluorescence intensity; higher % means a stronger effect. inhibition, % at 20 µM; hits with a dose series show IC50 in µM. 190,000 compounds, 0.42% hits;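 also: plate controls were DMSO vehicle for no effect and wells lacking substrate for full effect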
human PMI inhibitors: human PMI inhibitors, high substrate, primary screen, biochemical, fluorescence intensity, high mannose 6-phosphate (AID 1220); recombinant PMI enzyme, coupled fluorescence intensity; higher % means a stronger effect; one-dose inhibition, % at 20 µM; IC50 in µM for titrated hits; 190,000 compounds, 0.66% hits
WT yeast gro inh mutant strain: recorded beside WT yeast gro inh, whose call it bears; inhibition, %; mitochondrial fusion phenotypic screen, mutant strain inhibition
Lipid droplet cells 6.5 µM: recorded beside Lipid droplet, whose call it bears; cell count; measured here: cell count, cytotoxicity flag;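 cells counted across two imaged fields per well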
Myeloid diff 2 GFP+ MAC1+ %: also measured in Myeloid diff 2; calls as there; GFP+ MAC1+ double positive, %; measured here: differentiation confirmed by MAC1 staining
* marks the source's active call; other numbers are inactive results; i = inactive; ? = inconclusive; . = no result given; [ ] = remark or other dose. Rule as the data show it, unless noted: active = inhibition above about 50%; inactive = the rest. This is a random part of the collection; overall some 4.6% were active at least once.

SMILES	Myeloid diff 2	Myeloid diff 2 GFP+ MAC1+ %	TNAP activators	ER stress rescue	WT yeast gro inh	WT yeast gro inh mutant strain	Lipid droplet	Lipid droplet cells 6.5 µM	UTI89 phage lysis	M1AAP inhibition	PMI inhibitors	human PMI inhibitors
CCOc1cc(N2CCOCC2)c(OCC)cc1NC(=O)c1cc(-c2ccco2)nc2ccccc12	?	.	1	-9.0%	-3	-27	.	.	0.2%	3%	5%	25%
CC(C)n1c(/N=C/c2c[nH]c3ccccc23)nc2ccccc21	i	6.3	1	1.9%	18	37	.	.	0.0%[50 µM]	7%	14%	10%
COc1ccccc1CN=Cc1[nH]c2ccc(Br)c(Cl)c2c1O	i	0.3	1	2.9%	67*	8.5*	-23	793	1.3%	7%	-14%	-35%
CCS(=O)(=O)Nc1cccc(C2=NN(S(=O)(=O)c3ccc(C)cc3)C(c3cccs3)C2)c1 (stereo unspecified)	i	1.6	1.1	-2.7%	2	-13	30	307	-0.6%[50 µM]	-2%	15%	4%
Cc1c(Cl)cccc1NC(=O)C1Cc2ccccc2CN1C(=O)c1ccccc1 (stereo unspecified)	i	1.0	1.2	-2.3%	4	-4	-1	621	-7.3%	1%	8%	-2%
c1coc(CNC2C3CC4CC(C3)CC2C4)c1 (stereo unspecified)	i	6.1	1.1	-0.9%	0	-11	9	765	0.2%	15%	3%	0%
COC(=O)CCCCC1SCC(NC(=O)c2ccccc2)C1=O (stereo unspecified)	i	0.1	1.1	0.2%	16	4	-1	744	0.1%	0%	4%	1%
Cc1nnc(NC(=O)C2CCCN(c3ncccn3)C2)s1 (stereo unspecified)	i	0.8	1.1	0.3%	-6	-6	.	.	1.4%	-6%	-16%	-1%
O=C(COc1cccc2ccccc12)N1CCN(c2ccccc2)CC1	i	0.8	1.1	1.4%	16	10	0	758	0.5%	0%	-2%	-8%
O=C(O)C1C2CCC(O2)C1C(=O)NCc1ccncc1 (stereo unspecified)	i	1.2	1	-1.1%	14	15	.	.	0.4%	4%	-11%	-9%
CC(=O)c1ccc(NC(=O)CSc2nnc(Cn3c(=O)sc4ccccc43)n2C)cc1	i	0.8	1.3	-1.4%	8	1	-1	719	4.7%	-1%	4%	2%
Cc1ccc(Nc2nc3c([nH]2)c(=O)n(C)c(=O)n3C)cc1	i	7.6	1	-1.1%	48	44	.	.	6.4%	3%	20%	14%
COc1ccc(C(CC(=O)N2CCCC2)c2c(O)cc(OC)cc2OC)cc1 (stereo unspecified)	i	0.8	.	.	.	.	8	677	0.0%	7%	.	.
Cc1c(CCOC(=O)c2ccc([N+](=O)[O-])cc2)sc[n+]1CC(=O)c1ccccc1	i	0.3	0.6	-1.7%	-4	4	-2	740	3.1%	-1%	-12%	-13%
CC(NC(=O)c1ccco1)C1COc2ccccc2O1 (stereo unspecified)	i	1.1	1.2	-0.8%	7	7	6	747	1.8%	6%	3%	0%

Of the compounds above, these contain an NH in an aromatic ring.
SMILES	Myeloid diff 2	Myeloid diff 2 GFP+ MAC1+ %	TNAP activators	ER stress rescue	WT yeast gro inh	WT yeast gro inh mutant strain	Lipid droplet	Lipid droplet cells 6.5 µM	UTI89 phage lysis	M1AAP inhibition	PMI inhibitors	human PMI inhibitors
CC(C)n1c(/N=C/c2c[nH]c3ccccc23)nc2ccccc21	i	6.3	1	1.9%	18	37	.	.	0.0%[50 µM]	7%	14%	10%
COc1ccccc1CN=Cc1[nH]c2ccc(Br)c(Cl)c2c1O	i	0.3	1	2.9%	67*	8.5*	-23	793	1.3%	7%	-14%	-35%
Cc1ccc(Nc2nc3c([nH]2)c(=O)n(C)c(=O)n3C)cc1	i	7.6	1	-1.1%	48	44	.	.	6.4%	3%	20%	14%

(more compounds)
SMILES	Myeloid diff 2	Myeloid diff 2 GFP+ MAC1+ %	TNAP activators	ER stress rescue	WT yeast gro inh	WT yeast gro inh mutant strain	Lipid droplet	Lipid droplet cells 6.5 µM	UTI89 phage lysis	M1AAP inhibition	PMI inhibitors	human PMI inhibitors
CSCCC(NC(C)=O)C(=O)Oc1ccc2c3c(c(=O)oc2c1)CCCC3 (stereo unspecified)	i	0.7	1.1	-0.7%	3	3	.	.	1.1%	29%	-12%	-14%
COc1ccc(NC(=O)CCNC(C)=O)cc1NS(=O)(=O)c1ccc(F)cc1	i	1.4	1	1.1%	1	-1	5	730	0.0%	8%	15%	13%
COCCn1c(SCC(=O)Nc2ccc(S(N)(=O)=O)cc2)nc2ccccc21	i	0.7	1.1	-3.7%	5	20	-5	802	-0.3%	3%	-1%	1%
Cn1nc(-c2ccccc2)c(C(=O)Nc2ccc(Cl)cc2)c1Cl	i	1.4	1.1	0.0%	10	17	.	.	0.0%	-1%	11%	8%
NC(=O)C1CCN(CC(=O)Nc2ccccc2N2CCOCC2)CC1	i	0.3	.	.	.	.	10	761	1.2%	0%	.	.
C#CC(=O)N(c1ccc(OC)c(OC)c1)C(C(=O)NC1CCCC1)c1cccs1 (stereo unspecified)	i	4.4	1.1	-1.1%	3	-4	110*	566*	-0.1%	0%	13%	12%
Cc1c(Cl)cccc1NC(=O)CCCN1C(=O)CCC1=O	i	0.4	1.1	-0.7%	9	10	.	.	3.6%	3%	8%	7%
COc1ccc(NC(=O)CCN2CCCC(C)C2)cc1 (stereo unspecified)	i	0.3	1.1	-0.3%	-19	1	-7	735	0.4%	7%	4%	12%
O=C(CNCc1cccs1)Nc1cc(S(=O)(=O)N2CCCC2)ccc1Cl	i	0.9	.	.	.	.	-10	604	1.2%	3%	.	.
CNC(=O)c1ccc(OC2CSC2)cc1	i	0.7	1	-0.3%	-9	-20	5	764	0.7%	-2%	-4%	-8%
CCC(C)NC(=O)CNC(=S)N(CCCN1CCOCC1)Cc1cccs1 (stereo unspecified)	i	0.6	1.1	-0.7%	-17	-6	-7	527	0.5%	1%	1%	-4%
CC(=O)NCCC(=O)Nc1sc2c(c1-c1nc3ccccc3[nH]1)CCCC2	i	1.3	1.1	-1.2%	24	32	.	.	-0.4%	4%	-16%	-17%
Cn1cccc1C(=O)NC(=O)COC(=O)C12CC3CC(CC(O)(C3)C1)C2	i	0.7	1	-1.2%	0	11	-21	700	0.6%	1%	-3%	-2%
O=C(NC(=S)NCc1ccccc1)c1cccnc1	i	0.0	1.1	.	23	8	12	723	0.0%	13%	-3%	-9%
CCC1CCCCN1C(=S)NC(=O)c1ccc([N+](=O)[O-])cc1 (stereo unspecified)	i	0.8	1.1	0.7%	19	-11	-4	625	5.7%	6%	9%	-7%
CCN(CC(=O)NCc1cccs1)C(=O)c1ccccc1F	i	0.3	1.1	-0.5%	1	9	10	734	0.1%	-6%	10%	8%
COc1ccc2[nH]cc(C(=O)CN3CCCC(C)C3)c2c1 (stereo unspecified)	i	1.0	1	-0.6%	-15	-10	.	.	1.7%	9%	-7%	-6%
CC1CCCN(Cc2nc3c(c(=O)n(C)c(=O)n3C)n2CCc2ccccc2)C1 (stereo unspecified)	i	0.9	1	.	5	5	9	697	1.1%	-7%	9%	5%
COc1cccc(-n2nc(-c3ccnn3-c3cccc(Cl)c3)c(=O)n(C)c2=O)c1	i	1.1	.	.	.	.	12	755	-0.9%[50 µM]	2%	.	.
COc1ccc(NC(=O)C2CCCCN2S(=O)(=O)c2ccc(F)cc2)c(OC)c1 (stereo unspecified)	i	3.0	1.1	-2.0%	13	12	.	.	-0.6%	5%	3%	5%
CC(OC(=O)Cc1n[nH]c(=O)c2ccccc12)C(=O)Nc1cccc([N+](=O)[O-])c1 (stereo unspecified)	i	0.6	1	-0.1%	-12	4	4	675	0.3%	10%	-5%	8%
CC(=O)c1cccc(NC(=O)C2C3C=CC(C4CC34)C2C(=O)O)c1 (stereo unspecified)	i	0.7	1.2	-2.0%	25	17	-2	559	0.3%	6%	2%	7%
CN(C)CCNC(=O)/C(=C/c1ccc(-c2cccc([N+](=O)[O-])c2)o1)NC(=O)c1ccccc1	i	0.6	1.1	-3.1%	0	-2	-8	671	1.4%	16%	0%	4%
C=CCNC(=O)/C(=C\c1ccc(OC)cc1)NC(=O)c1ccc([N+](=O)[O-])cc1	i	0.1	0.9	-2.5%	-11	-6	4	682	0.3%	0%	-19%	-18%
Cc1noc(NS(=O)(=O)c2ccc(NC(=O)CSc3nc4c(cc3C#N)CCCCC4)cc2)c1C	i	1.5	1.1	-0.9%	24	16	25	790	4.7%	18%	-12%	-12%
c1ccc(CCn2nnnc2CN2CCN(C3CCCC3)CC2)cc1	i	0.1	1.1	.	-3	5	-2	578	0.0%	0%	4%	-7%
COc1ccc(-c2oc3ncn4nc(Cc5ccccc5)nc4c3c2-c2ccc(OC)cc2)cc1	i	0.3	1.1	-1.2%	4	23	11	748	0.1%	4%	16%	11%
CCOC(=O)c1ccccc1OCc1cc(/C=N/NC(=O)c2ccncc2)ccc1OC	i	0.4	.	.	.	.	2	773	-2.6%	3%	.	.
O=C(Nc1nc(-c2cccs2)cs1)c1ccc(S(=O)(=O)N2CCCCC2)cc1	i	1.6	1	-1.1%	23	2	-1	630	1.2%	4%	20%	17%
C/C(=N/NC(=O)COc1cc(C)ccc1C(C)C)C(=O)O	i	0.5	1	-1.2%	11	0	0	710	0.4%	-6%	13%	17%
NC(=O)NC(=O)CC1S/C(=N/N=C2\CSC(=O)N2)NC1=O (stereo unspecified)	i	0.3	1.8	1.9%	-18	-18	-2	692	0.7%	-5%	49%	50%*
O=C(CCOc1ccccc1)NCC(c1ccco1)N1CCCCC1 (stereo unspecified)	i	0.6	1.1	6.4%	-17	-19	-9	794	0.1%	0%	11%	2%
Cc1ccc(N2CCN(S(=O)(=O)N3CCCCC3)CC2)cc1C	i	0.7	1	-1.1%	8	-5	-3	661	0.4%	1%	6%	16%
CCCCn1c(=O)n(CC(O)c2ccccc2)c(=O)c2c1ncn2C1CCCC1 (stereo unspecified)	i	0.5	1.1	2.4%	0	-3	.	.	0.2%	3%	6%	2%
O=C(Cc1ccccc1)NNS(=O)(=O)c1ccc([N+](=O)[O-])cc1	i	0.4	1.1	-0.7%	-4	-16	2	699	2.4%	0%	0%	-11%
O=c1cc(N2CCN(Cc3ccccc3)CC2)c(-c2ccccc2)n[nH]1	i	0.2	1.1	-1.2%	-13	-11	.	.	0.1%	1%	9%	3%
CCn1cc(/C=N/NS(=O)(=O)c2ccc(OC)cc2)c(C)n1	i	0.8	1.1	-1.1%	-48	-4	10	776	1.0%	8%	3%	-3%
CC(C)(C)NC(=O)COC(=O)CCC(=O)c1ccc(Cl)cc1	i	0.4	1.1	-0.9%	-1	-27	17	712	1.4%	10%	3%	5%
